# Compound activity (PubChem)
# AID2073 – inhibitors of Mint1-CaV2.2 protein interaction, biochemical, HTRF (AID 2073); HTRF protein-protein interaction, Mint1-CaV2.2; higher % means a stronger effect; hit rate 0.19% among 290,000; inhibition, % at 20 µM, or IC50 in µM where a hit was titrated; in the data active means inhibition mostly above about 51%, no sharp cut-off; further: some results filed as inactive read as strong as hits
# LYP inhibition – inhibitors of LYP phosphatase, biochemical, fluorescence intensity, uHTS (AID 1779); recombinant LYP phosphatase, fluorescence intensity; higher % means a stronger effect; inhibition, % at 11.5 µM, or IC50 in µM where a hit was titrated; hit rate 0.054% among 290,000;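 further: plate controls were vehicle with enzyme for no effect and no enzyme for full effect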
# XIAP antagonists – small molecules displacing peptide from XIAP – biochemical, IAP family, fluorescence polarization (AID 1018); XIAP BIR domain, fluorescence polarization peptide displacement; higher % means a stronger effect; one-dose displacement, % at 20 µM; IC50 in µM for titrated hits; hit rate 0.007% among 200,000; in the data active means displacement above about 50%; further: a part of the inactive calls stands beside numbers as strong as those of hits
# Siah-1 displacement – blockers of Siah-1 interaction with plectin peptide – biochemical, fluorescence polarization, rhodamine-plectin, uHTS, primary screen (AID 1817); displacement, % at 20 µM; hits with a dose series show IC50 in µM; hit rate 0.02% among 290,000; Siah-1 / rhodamine-plectin peptide fluorescence polarization; higher % means a stronger effect;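 active means displacement of at least 50% at 20 µM, with a fluorescence ratio check between 0.3 and a set limit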;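 further: plate controls were Siah plus tracer with DMSO for no effect and tracer alone without Siah for full effect; strong numbers were not always called active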
# ER stress rescue – protection against thapsigargin-triggered cell killing – 384-well, CSM14.1, ATP luminescence, primary screen (AID 1222); CSM14.1 thapsigargin-induced death rescue, ATP luminescence; higher % means a stronger effect; cellular ATP content (survival), % at 20 µM, or EC50 in µM where a hit was titrated; 190,000 tested, under 10 active;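 active means EC50 below 50 µM in the dose-response confirmation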;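 further: death triggered by thapsigargin at about 15 µM added after 2 h compound pretreatment; cell ATP read after overnight thapsigargin exposure of roughly 18 to 22 hours; normalized against plate controls of thapsigargin alone and 5% DMSO vehicle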
# Lipid droplet – modulators of hepatic lipid droplet formation. AML12 mouse hepatocytes, oleate lipid droplets, BODIPY imaging. inhibition, % at 6.5 µM. hit rate 0.4% among 240,000. AID 1656;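 active means lipid droplet intensity inhibited by at least 50%, with more than 500 cells counted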
#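 Material: mouse AML12 hepatocyte cell line, fixed after treatment; Timing: compound with oleate, overnight; Technique: high-content imaging of BODIPY-stained droplets and DAPI nuclei; Probe or stimulus: oleate, 100 µM final; Dosing: compound at 6.5 µM only.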
# P. falciparum M1AAP – malaria alanyl aminopeptidase activity blockers – biochemical, fluorogenic H-Leu-NHMec substrate, 1536-well (AID 1445). inhibition, % at 30 µM; hits with a dose series show IC50 in µM. hit rate 0.42% among 220,000. recombinant M1AAP, H-Leu-NHMec fluorogenic kinetic assay; higher % means a stronger effect;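 active means primary inhibition above the hit cutoff, then over 50% inhibition at one or more dose response concentrations, cut at about 23% in these data, passing the limit was not always enough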;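 further: plate controls were DMSO full reaction for no effect and no enzyme background for full effect; strong numbers were not always called active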
# HEK293 NOD2/NF-kB – inhibition of NOD2-driven NF-kB reporter – cell-based, luminescence, uHTS, HEK293 (AID 1566); HEK293 NOD2/NF-kB luciferase reporter, luminescence; higher % means a stronger effect; inhibition, % at 4 µM, or EC50 in µM where a hit was titrated; hit rate 0.63% among 290,000; further: many of its hits are not listed in these tables
# P. falciparum M17LAP – P. falciparum M17LAP inhibitors, primary screen, biochemical, fluorogenic H-Leu-NHMec substrate, 1536-well (AID 1619); recombinant M17LAP, H-Leu-NHMec fluorogenic kinetic assay; higher % means a stronger effect; inhibition, % at 30 µM; hits with a dose series show IC50 in µM; hit rate 0.38% among 220,000;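 active means compound inhibiting the enzyme by more than half at any dose during confirmatory dose-response retesting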;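 further: plate controls were full reaction with DMSO carrier for no effect and no enzyme background for full effect; strong numbers were not always called active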
# Lipid droplet cells 6.5 µM – recorded beside Lipid droplet, whose call it bears; cell count; measured here: cell count, cytotoxicity flag;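 cells counted across two imaged fields per well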
# * marks the source's active call; other numbers are inactive results; . = not tested or not shown. Unless noted, no stated cut-off is given here; in the data, active means inhibition above about 50%; inactive means the rest. This is a subset; the hit share may differ from the screen's.
SMILES,AID2073,LYP inhibition,XIAP antagonists,Siah-1 displacement,ER stress rescue,Lipid droplet,Lipid droplet cells 6.5 µM,P. falciparum M1AAP,HEK293 NOD2/NF-kB,P. falciparum M17LAP
CSCCC(NC(=O)c1ccccc1Br)C(=O)Nc1ccc(C)cc1 (stereo unspecified),-2%,-8%,-10%,-4%,-4.1%,2,655,3%,-9%,9%
CC(=O)Nc1ccc(NC(=O)c2ccc3c(c2)CCN3S(C)(=O)=O)cc1,12%,-6%,.,-6%,.,12,420,.,8%,.
CC(Sc1ccccc1)C(=O)N1CCN(S(=O)(=O)c2ccc(Cl)cc2)CC1 (stereo unspecified),8%,-10%,.,3%,.,2,791,.,3%,.
Cc1cc(CNC(=O)COc2ccc(F)cc2Cl)cc(C)c1O,-9%,-6%,-9.7%,2%,-1.8%,3,693,5%,12%,2%
O=C(CSc1ccc(-c2ccncc2)nn1)N1CCCC1,-8%,-5%,-1.0%,11%,3.2%,3,353,-3%,4%,10%
Cc1ccc(C)n1-c1ccsc1C(=O)CC#N,9%,2%,-3.4%,6%,.,-12,681,7%,4%,16%
CCc1nc(SCC(=O)NCCc2ccc(OC)c(OC)c2)c2c(=O)n(C)c(=O)n(C)c2n1,2%,-1%,-4.2%,5%,-1.7%,-4,641,6%,4%,-9%
Cc1ccc(/C=C2\NC(=S)NC2=O)cc1[N+](=O)[O-],25%,2%,-11%,6%,-1.4%,8,652,3%,16%,-2%
CCc1ccccc1NC(=O)NNC(=O)CCc1ccc(OC)cc1,3%,-13%,.,2%,.,-4,830,.,3%,.
CCc1ccccc1NC(=S)N(CCN(C)C)C(C)c1ccccn1 (stereo unspecified),-3%,1%,-8.2%,3%,4.3%,0,791,5%,-8%,-8%
COc1ccc(Cl)cc1NC(=O)CSc1nnc(CNC(=O)c2cccs2)o1,7%,-9%,.,3%,.,-31,645,.,0%,.
COc1ccc(NC(=O)COC(=O)CNC(=O)c2cc(OC)c(OC)c(OC)c2)cc1,1%,1%,-0.1%,-1%,-0.8%,-2,627,-2%,2%,9%
COc1cc2cc(CN(CCO)C(=O)c3cccs3)c(=O)[nH]c2cc1OC,1%,-1%,-1.2%,0%,-0.5%,2,799,6%,0%,23%
COc1ccc2c(c1)c(=O)oc1cc(OC(C(=O)O)c3ccccc3)ccc12 (stereo unspecified),13%,-10%,.,7%,.,-2,789,.,-2%,.
Cc1ccccc1CN1C[C@@H]2C[C@@H](c3ccc4nsnc4c3)N3CCC[C@@]23C1=O,12%,2%,-1.8%,-2%,0.9%,-2,704,-6%,-8%,0%
O=C(COc1ccc(Cl)cc1)N(Cc1ccco1)C1CCS(=O)(=O)C1 (stereo unspecified),-4%,-11%,.,2%,.,5,701,-4%,2%,-2%
O=C(COc1ccc(Cl)cc1)Nc1ncccn1,2%,-4%,-3.9%,1%,-2.4%,2,728,3%,-31%,-6%
COc1ccc2[nH]cc(CCNC(=S)NCCc3ccccc3)c2c1,-9%,-3%,-11%,2%,1.5%,2,660,0%,15%,-9%
CC(C(=O)O)C1SC(=O)NC1=O (stereo unspecified),-7%,-6%,-3.0%,-3%,-4.6%,-3,781,-3%,10%,-6%
CCCC(=O)N1CC(=O)Nc2ccc(C)cc2C1c1ccc(F)cc1 (stereo unspecified),-2%,-8%,.,3%,.,-15,728,.,9%,.
O=C(NNc1nc(-c2ccc(Br)cc2)cs1)c1ccco1,-1%,-1%,0.6%,-3%,1.1%,-13,653,-6%,16%,6%
Oc1ccc(-c2csc(Nc3ccccn3)n2)cc1O,-12%,-3%,.,-2%,.,6,821,.,-40%,.
CCc1cc(=O)oc2cc(OCC(=O)N3CCC(C(=O)O)CC3)ccc12,-4%,-7%,.,-1%,.,-8,785,.,13%,.
CC1CCN(S(=O)(=O)c2ccc(F)c(C(=O)O)c2)CC1,-1%,2%,0.3%,0%,-1.2%,.,.,1%,-9%,-4%
Cc1ccc(OCCCn2c(=O)oc3ccccc32)cc1,-10%,-6%,-1.5%,6%,0.6%,-7,728,-2%,-20%,22%
O=C(Nc1ccc(S(=O)(=O)N2CCCC2)cc1)C1CC(=O)N(c2ccc(F)cc2)C1 (stereo unspecified),4%,-10%,.,0%,.,-8,824,.,-13%,.
CCS(=O)(=O)c1ccc(O)c(NC(=O)/C=C/c2ccccc2)c1,6%,2%,-3.2%,0%,1.1%,-29,680,4%,-23%,23%
CN(c1ccccc1C(=O)Nc1cccnc1)S(C)(=O)=O,2%,-7%,-8.9%,4%,-2.5%,2,699,4%,1%,0%
COC(=O)c1ccc(CNCC(=O)Nc2ccc(C(=O)OC)cc2)cc1,-1%,-4%,-2.4%,-3%,-2.9%,2,651,-2%,-2%,-19%
CC(C)CN(C(=O)CN1CCN(c2ccccc2F)CC1)c1c(N)n(CC(C)C)c(=O)[nH]c1=O,0%,-10%,-0.4%,-6%,-0.4%,4,723,-4%,6%,-3%
CC(=O)c1ccc(NC(=O)CSc2nc(Nc3ccccc3)nc(N3CCOCC3)n2)cc1,6%,-2%,.,-1%,.,-9,606,.,18%,.
O=C(CSc1nnc2ccccn12)NCCc1ccc(Cl)cc1,-2%,-7%,-1.3%,0%,-1.7%,-8,640,8%,13%,12%
CCC(CO)N=CC1=C(O)CC(c2ccccc2)CC1=O (stereo unspecified),1%,-7%,.,15%,.,-2,823,.,-5%,.
Cc1ccccc1-c1nc2ccccc2o1,-4%,2%,-0.6%,3%,-1.1%,-1,763,-3%,1%,7%
CC(=NC1CC1)c1c(-c2ccccc2)[nH]n(-c2nc3ccccc3s2)c1=O,4%,10%,-3.0%,-3%,-1.6%,25,788,2%,-6%,1%
CC(=O)n1cc(/C=N/NC(=O)c2cccc(O)c2)c2ccccc21,-4%,2%,.,8%,.,.,.,.,14%,.
Cc1cc(C)c2c(N)c(C(=O)NC3CCCC3)sc2n1,21%,-3%,-2.2%,6%,-0.1%,6,720,-3%,-11%,4%
O=C(CN(Cc1ccco1)S(=O)(=O)c1ccccc1)N/N=C/c1cccc(O)c1,32%,-1%,-6.4%,5%,-1.2%,-4,757,0%,-6%,-1%
Cc1cc(C)cc(OC(C)C(=O)Nc2ccc(S(=O)(=O)Nc3cc(C)nc(C)n3)cc2)c1 (stereo unspecified),7%,-6%,.,6%,.,7,808,.,13%,.
CCN1CCN(C(c2cccs2)C(C)NS(=O)(=O)c2ccc(Br)cc2)CC1 (stereo unspecified),15%,-11%,-1.2%,5%,-0.5%,.,.,3%,25%,9%
CCn1c(SCC(=O)Nc2ccc(F)cc2)nnc1-c1cnccn1,3%,-5%,.,6%,.,-6,649,.,3%,.
CCOC(=O)C1=C(C)N=c2s/c(=C\C(=O)OC)c(=O)n2C1c1ccc(OC)cc1 (stereo unspecified),13%,6%,-2.5%,2%,-0.9%,0,734,5%,19%,4%
COc1ccc(C(=O)Nc2cc(OC)c(Cl)cc2OC)cc1,-2%,-4%,-4.7%,-5%,-0.3%,-11,701,9%,5%,-1%
COC(=O)C1=C(C)N(C)C(=O)NC1c1ccsc1 (stereo unspecified),-3%,-4%,-2.0%,-2%,-2.3%,-1,662,4%,8%,2%
COc1cccc(/C=C/C(=O)c2ccc(NC3=NCCCS3)cc2)c1,-3%,0%,-1.4%,3%,-0.5%,25,666,13%,-11%,9%

# An excerpt of these results, with values under each structure.
# Every second line gives: AID2073, LYP inhibition, XIAP antagonists, Siah-1 displacement, ER stress rescue, Lipid droplet, Lipid droplet cells 6.5 µM, P. falciparum M1AAP, HEK293 NOD2/NF-kB, P. falciparum M17LAP
> Cc1ccccc1-c1nc2ccccc2o1
 : -4%, 2%, -0.6%, 3%, -1.1%, -1, 763, -3%, 1%, 7%
> O=C(CN(Cc1ccco1)S(=O)(=O)c1ccccc1)N/N=C/c1cccc(O)c1
 : 32%, -1%, -6.4%, 5%, -1.2%, -4, 757, 0%, -6%, -1%
> CCN1CCN(C(c2cccs2)C(C)NS(=O)(=O)c2ccc(Br)cc2)CC1 (stereo unspecified)
 : 15%, -11%, -1.2%, 5%, -0.5%, ., ., 3%, 25%, 9%

# Further compounds follow:
SMILES,AID2073,LYP inhibition,XIAP antagonists,Siah-1 displacement,ER stress rescue,Lipid droplet,Lipid droplet cells 6.5 µM,P. falciparum M1AAP,HEK293 NOD2/NF-kB,P. falciparum M17LAP
COC(=O)c1[nH]c2cccc(OC)c2c1NC(=O)CCN1CCN(c2cccc(Cl)c2)CC1,7%,-5%,-6.5%,4%,-0.3%,.,.,-1%,4%,-6%
CC/C(C)=C1\SC(N2CCN(C(C)=O)CC2)=NC1=O,-13%,-4%,-12%,3%,0.1%,2,687,0%,20%,13%
CCOC(=O)C(Cc1ccccc1)C(=O)Nc1nccs1 (stereo unspecified),3%,-1%,-0.1%,-1%,-1.5%,.,.,5%,6%,11%
CCCc1cc(=O)oc2cc(OCC(=O)NCC(O)c3ccccc3)ccc12 (stereo unspecified),11%,-12%,.,10%,.,-1,613,.,0%,.
Nc1c(-c2ccccc2)c(CSc2nc3ccccc3[nH]2)nn1-c1cccc(Cl)c1,1%,4%,-14%,-9%,-2.9%,16,647,0%,2%,10%
O=C(CCCc1nc2ccccc2s1)NC(c1ccccc1)c1ccccc1,21%,-10%,-2.4%,14%,-0.3%,-14,612,4%,-4%,13%
O=C(CSc1nncs1)NC(=O)NCc1ccco1,2%,-4%,-7.1%,-6%,-0.9%,-5,424,-2%,14%,3%
COc1ccc(N(CC(=O)NCCSCc2ccccc2C)S(=O)(=O)c2ccccc2)cc1,12%,0%,.,0%,.,-16,700,.,-10%,.
CC(NC(=O)C(=O)N1CCCCC1)C(c1cccs1)N1CCN(c2ccccc2F)CC1 (stereo unspecified),-2%,-10%,.,4%,.,12,758,.,6%,.
C[C@H](CO)NC(=O)[C@H](C)[C@@H]1C[C@@]1(C)[C@@H](NC(=O)OCc1ccccc1)c1ccccc1,-4%,-6%,-1.8%,-2%,-0.3%,-4,710,4%,4%,1%
COc1ccc2nc(C)cc(SCC(=O)N/N=C/c3cccc4ccccc34)c2c1,40%,-2%,-64%,2%,-2.1%,13,708,4%,-8%,5%
C=CCSc1nnc(N2C(=O)C(O)=C(C(=O)c3ccco3)C2c2ccc(F)cc2)s1 (stereo unspecified),-1%,-7%,.,6%,.,-21,710,.,10%,.
CS(=O)(=O)N(CC(=O)NCc1ccncc1)Cc1ccc(Cl)cc1,-4%,0%,4.7%,2%,-2.2%,-4,736,3%,-2%,7%
COc1ccccc1/C(C)=N/NC(=O)c1nnn(-c2nonc2N)c1C(C)C,9%,-9%,.,10%,.,-13,732,.,14%,.
CCN(CC)S(=O)(=O)c1ccc(N2CCCCC2)c(NC(=O)c2ccncc2)c1,-3%,-4%,-0.4%,5%,1.2%,5,659,10%,-9%,6%
O=C(CC1C(=O)NCCN1Cc1ccoc1)NCCCn1ncc2ccccc21 (stereo unspecified),6%,-11%,-6.9%,4%,1.5%,2,692,4%,0%,2%
